MEKK2 WT-MEK5: modulators of MEK5 binding to wildtype MEKK2, primary screen, biochemical, multiplex bead flow cytometry, Alexa488-MEK5; Mitogen-activated protein kinase kinase kinase 2 (Homo sapiens), Q9Y2U5; Alexa488-MEK5 binding to MEKK2 WT; actives lie on both sides; AID 1531, 2009; actives 1.1% (n = 290,000); binding response (% of control), % at 10 µM; in the data active = binding response below about 67% or above about 130%
GPR7 antag: GPR7 receptor antagonists, primary screen, cell-based, fluorescence, single concentration | Neuropeptides B/W receptor type 1 (Homo sapiens), P48145 | AID 1861, 2009 | actives 1.1% (n = 290,000) | inhibition, % at 4.4 µM | GPR7-expressing cells, fluorescence antagonist assay; in the data active = inhibition above about 16%, passing the limit was not always enough;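 note: cells stimulated with the agonist NPW; 0% = agonist with vehicle and 100% = vehicle without agonist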
Target sequence (P48145 whole entry, looked up): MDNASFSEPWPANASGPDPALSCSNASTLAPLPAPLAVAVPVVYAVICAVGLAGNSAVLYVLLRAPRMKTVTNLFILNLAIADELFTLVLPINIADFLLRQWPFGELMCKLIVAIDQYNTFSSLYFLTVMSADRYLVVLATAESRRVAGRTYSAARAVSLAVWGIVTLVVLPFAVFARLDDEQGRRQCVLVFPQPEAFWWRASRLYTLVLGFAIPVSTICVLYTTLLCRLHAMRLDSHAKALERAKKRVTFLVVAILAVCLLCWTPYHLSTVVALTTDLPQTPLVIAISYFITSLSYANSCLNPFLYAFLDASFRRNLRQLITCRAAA
GalR3 antag: GalR3 antagonists in HEK293 cells, primary screen, cell-based, fluorescence readout. Galanin receptor type 3 (Homo sapiens), O60755. HEK293 GalR3-CNG cAMP membrane potential fluorescence; galR3 body fused to GalR1 C-terminus. inhibition, % at 3 µM. actives 0.44% (n = 360,000). AID 651719, 2012;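 active = inhibition above the screen-wide average plus 3 SD, cut at about 13% in these data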;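 note: forskolin and galanin both at EC90 stimulate the cells; cAMP rise reported by CNG channel membrane potential dye signal; 0% = forskolin plus galanin with DMSO and 100% = forskolin alone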
NALP1 inh: NALP1 inflammasome inhibitors in reconstituted yeast, colorimetric, S. cerevisiae, triplicate retest. S. cerevisiae NALP1/ASC/caspase-1 growth, X-gal OD620, 72 h. inhibition, % at 10 µM. actives 0.61% (n = 280,000); in the data active = inhibition mostly above about 24%, no sharp cut-off; inactive = mostly below about 32%; note: some compounds called inactive have numbers as strong as hits
OXTR ag: human OXTR agonists, primary screen, fluorescence, CHO-OTR cells, Fluo-8 calcium; actives 0.32% (n = 320,000); activation, % at 3 µM; AID 2435, 2010; Fluo-8 calcium fluorescence; normalized: DMSO 0%, oxytocin 100%;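 active = activation above the mean of all tested compounds plus 3 SD, cutoff set per screening run, cut at about 20% in these data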;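 note: peak over basal fluorescence ratio from a 100 s FLIPR kinetic read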
Target sequence (P30559 whole entry, looked up): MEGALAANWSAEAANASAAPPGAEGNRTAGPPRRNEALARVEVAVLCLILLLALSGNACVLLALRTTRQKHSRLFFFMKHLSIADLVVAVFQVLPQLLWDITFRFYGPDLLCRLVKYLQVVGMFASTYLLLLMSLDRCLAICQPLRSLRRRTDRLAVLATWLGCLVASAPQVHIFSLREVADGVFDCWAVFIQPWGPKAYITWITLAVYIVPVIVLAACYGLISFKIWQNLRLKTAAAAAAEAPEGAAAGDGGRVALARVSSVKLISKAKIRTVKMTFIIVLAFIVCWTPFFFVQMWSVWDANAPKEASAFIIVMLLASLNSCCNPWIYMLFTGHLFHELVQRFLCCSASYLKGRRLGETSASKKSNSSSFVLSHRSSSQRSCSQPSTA
PHOSPHO1 inh: PubChem AID 1565; Phosphoethanolamine/phosphocholine phosphatase (Homo sapiens), Q8TCT1; recombinant PHOSPHO1, absorbance phosphatase assay; inhibition, % at 13.3 µM; actives 1.1% (n = 290,000); in the data active = inhibition above about 60%
Target sequence (Q8TCT1 whole entry, looked up): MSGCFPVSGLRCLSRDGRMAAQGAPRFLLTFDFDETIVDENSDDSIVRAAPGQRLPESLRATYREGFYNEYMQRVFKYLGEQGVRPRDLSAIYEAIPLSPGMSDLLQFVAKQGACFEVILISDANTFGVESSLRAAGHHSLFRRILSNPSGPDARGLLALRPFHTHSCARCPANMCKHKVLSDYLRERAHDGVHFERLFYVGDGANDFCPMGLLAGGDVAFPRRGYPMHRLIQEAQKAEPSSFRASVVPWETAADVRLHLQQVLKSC
MEKK3 PB1 HTS: modulators of MEKK3-MEK5 PB1 binding, primary screen, biochemical, wildtype MEKK3, multiplex bead flow cytometry, Alexa488-MEK5. actives 1.4% (n = 290,000). Mitogen-activated protein kinase kinase kinase 3 (Homo sapiens), Q99759. binding response (% of control), % at 10 µM. bead-based flow cytometry, Alexa488-MEK5 binding to MEKK3; actives lie on both sides; 0 = blocked by unlabeled MEK5, 100 = vehicle;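 active = binding response more than 3 SD above or below the average of its plate-row segment, actives on both sides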;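 note: Alexa488 bead fluorescence after subtracting the streptavidin-only scavenger bead signal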
MEKK2mut PB1 HTS: MEK5 binding signal on mutant MEKK2 PB1, primary screen, biochemical, multiplex bead flow cytometry, Alexa488-MEK5. Alexa488-MEK5 binding to MEKK2 mutant. percent response, % at 10 µM. actives 0.35% (n = 290,000). AID 1530, 2009; in the data active = percent response above about 24%, passing the limit was not always enough; note: inactives centre near 1; some results filed as inactive read as strong as hits; reference of the scale not given here
V1aR counter: agonists of human V1a receptor, primary screen, counter-screen for OXTR agonist project, fluorescence, CHO-V1R cells | Vasopressin V1a receptor (Homo sapiens), P37288 | Fluo-8 calcium fluorescence, agonist mode; 0% DMSO, 100% 3 nM vasopressin | actives 0.25% (n = 320,000) | activation, % at 3 µM;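 active = activation above the mean activation of all tested compounds plus 3 SD, per screening run, cut at about 20% in these data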;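 note: signal is peak over basal fluorescence ratio across a 100 second FLIPR read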
An asterisk follows results filed as active; x = not tested or not shown.

Values run as follows: MEKK2 WT-MEK5	GPR7 antag	GalR3 antag	NALP1 inh	OXTR ag	PHOSPHO1 inh	MEKK3 PB1 HTS	MEKK2mut PB1 HTS	V1aR counter
[1] CC1CCCCN1C(=O)c1cc2c(=O)n3ccccc3nc2s1 (configuration not stated)
    98	-12	2	5	1.1	40	99	-8	2.0
[2] Cc1ccc(-n2nc3c(N4CCC(C(=O)NCc5ccccc5C)CC4)nnc(C)c3c2C)cc1
    98	17	x	25	-0.8	24	101	7	-0.6
[3] Cc1cccc(NC(=O)NC2CCCCCCC2)c1C
    99	6	-3	-4	x	37	100	0	x
[4] O=C(O)CCC(=O)Nc1cccc(-c2csc(-c3ccccc3)n2)c1
    101	2	7	-15	-0.5	27	108	-40	0.3
[5] Cn1c(SCC(=O)Nc2ccc(F)cc2F)nnc1-c1cccnc1
    96	1	2	15	0.6	-6	93	0	1.3
[6] CCN(CC)c1cc(C(F)(F)F)nc(-c2ccccn2)n1
    97	-20	-2	11	-1.0	-16	95	-7	1.4
[7] Cc1ccccc1OCC1CNC(=O)O1 (configuration not stated)
    95	2	-3	14	-0.2	-26	100	-10	-0.7
[8] COc1cc(/C=C2\SC(c3ccc(C)cc3)=NC2=O)cc(OC)c1O
    103	-1	-7	34	-0.1	17	102	3	0.1
[9] CC(=O)C(Sc1nc(-c2ccc(F)cc2)nc2c1c(=O)n(C)c(=O)n2C)C(C)=O
    102	-17	x	10	x	36	91	5	x
[10] O=C(O)c1ccc(Br)cn1
    94	-3	-7	8	0.1	40	100	-13	0.1
[11] Cc1c(CCC(=O)NC2CC2)c(=O)oc2c(C)c(O)ccc12
    107	-6	x	28	1.8	50	100	3	0.5
[12] COc1cccc(-c2ccc(SCc3ccccn3)nn2)c1
    108	-4	7	-5	-0.4	6	108	-1	0.7
[13] Cc1cc[n+](-c2[nH]c(=O)sc2/C=N/N=C(\[O-])c2ccccc2)cc1
    95	-11	0	-10	0.9	42	100	4	-1.5
[14] O=C(Nc1nnc(C2CCCC2)s1)C1CCN(S(=O)(=O)c2ccc(Cl)cc2)CC1
    100	-2	2	1	-0.3	3	102	5	0.5
[15] CNC(=O)Nc1ccccc1NC(=O)NC
    92	6	-5	1	1.1	16	101	-1	0.4
[16] O=C(NCc1ccc2c(c1)OCO2)c1cc2ccccc2o1
    103	8	-1	-6	-0.9	-2	101	1	0.2
[17] O=C(c1ccco1)N1N=C(C2CCCCC2)CC1(O)C(F)(F)F (configuration not stated)
    95	-22	-4	-6	-2.6	10	102	-7	-1.6
[18] COCc1ccc(C(=O)NC2CCCc3c2cnn3-c2cc(C)cc(C)c2)s1 (configuration not stated)
    99	-10	-7	16	x	31	100	-5	x
[19] CN1CCN(CC(=O)NN(Cc2ccccc2)c2ccccc2)CC1
    104	-12	-4	x	-0.1	-11	107	5	-0.4
[20] Cc1ccc(NC2CCCCC2NS(=O)(=O)c2ccc(Cl)cc2)cc1 (configuration not stated)
    106	-4	-3	21	-1.6	-2	118	0	-1.1
[21] O=C(NC1CCCCC1)c1ccc2[nH]c(=O)c(=O)[nH]c2c1
    98	-15	-8	25	0.1	16	100	-1	0.0
[22] C/C=C(\C)C(=O)NCCN1C2=NC[C@H](C(C)C)N2C[C@H]1Cc1ccc(O)cc1
    94	-4	-7	20	0.7	26	104	7	0.1
[23] O=C(CSc1nnc(-c2ccncc2)n1CC1CCCO1)Nc1cccc(O)c1 (configuration not stated)
    98	-5	-3	6	1.6	15	99	-4	0.4
[24] CCN(CC(=O)NCc1ccc(Cl)cc1)C(=O)CNS(=O)(=O)c1ccc(NC(C)=O)cc1
    99	-7	-4	4	-0.5	25	97	11	-0.3
[25] COc1ccc(/C=C(\C#N)C(=O)Nc2cc(S(=O)(=O)N3CCCCC3)ccc2N2CCCCC2)cc1
    100	0	-9	23	-0.3	-2	107	0	0.1
[26] CC(C)N(C(=O)Cn1cc(S(=O)(=O)CC(=O)NCc2ccccc2)c2ccccc21)C(C)C
    103	-8	-1	6	-0.4	10	100	1	0.2
[27] CCOc1ccc(NC(=O)CN2CCN(CC(=O)Nc3ccc(F)c(F)c3)CC2)cc1
    105	-10	0	15	3.4	12	97	2	1.6
[28] COc1ccc(/C=C/C(=O)CCC(=O)O)cc1
    102	-12	-5	3	0.6	40	103	3	0.8
[29] Cc1c(Nc2nc(-c3cccc([N+](=O)[O-])c3)cs2)c(=O)n(-c2ccccc2)n1C
    102	-2	3	-11	-1.4	10	101	1	-1.2
[30] Cc1cccc(N2CCN(S(=O)(=O)c3ccc4c(c3)NC(=O)CO4)CC2)c1C
    103	3	-4	22	-0.5	38	97	3	1.6

Screen by screen, as entered above:
MEKK2mut PB1 HTS for entries 18–21 → -5, 5, 0, -1
GalR3 antag for entries 18–21 → -7, -4, -3, -8
OXTR ag for entries 18–21 → x, -0.1, -1.6, 0.1

(further entries)
Values run as follows: MEKK2 WT-MEK5	GPR7 antag	GalR3 antag	NALP1 inh	OXTR ag	PHOSPHO1 inh	MEKK3 PB1 HTS	MEKK2mut PB1 HTS	V1aR counter
[31] Cc1ccc(-c2nnc(SCC(=O)NC3CCS(=O)(=O)C3)nc2-c2ccc(C)cc2)cc1 (configuration not stated)
    89	-11	-5	25	0.5	-6	88	-2	0.9
[32] CCOc1ccc(NC(=O)CN(C)C(=O)c2cccnc2Sc2ccc(C)c(C)c2)cc1OCC
    101	2	-2	21	-0.3	16	100	-4	1.2
[33] Cc1ccc(C2CC(c3cccs3)=NN2C(=O)c2ccc(Br)o2)cc1 (configuration not stated)
    86	-15	-1	14	-1.9	20	100	-4	0.2
[34] COc1ccc(N(C(=O)c2snc(C(N)=O)c2N)C(C(=O)NC2CCCC2)c2ccc(F)cc2)c(OC)c1 (configuration not stated)
    95	-4	-9	12	-0.9	-7	99	0	0.1
[35] C=CCN(c1ccccc1)S(=O)(=O)c1ccc2c(c1)NC(=O)C(C)S2 (configuration not stated)
    92	12	-9	28	-0.4	19	92	-8	1.3
[36] COC(=O)c1sc(N2C(=O)C(O)=C(C(=O)c3ccc(C)o3)C2c2ccc([N+](=O)[O-])cc2)nc1C (configuration not stated)
    99	6	8	1	0.0	10	101	0	0.0
[37] O=C(NCCc1c[nH]c2ccccc12)C1CCN(Cc2ccc(Br)cc2)CC1
    125	7	-15	15	9.3	10	111	17	11
[38] CN(C)c1ccc(C=C2C(=O)OC(C)(C)OC2=O)cc1
    95	-2	-4	-5	0.5	23	98	-6	-0.1
[39] CCC(C)NCCOCCOc1ccc(Br)cc1C (configuration not stated)
    100	11	-6	36	4.7	-7	97	2	0.4
[40] CC1(C)CC(=O)C=C(NCc2cccc(C(F)(F)F)c2)C1
    105	-8	-5	10	-0.6	44	105	7	6.3
[41] O=C(Nc1ccccc1Sc1ccccc1)c1ccc(F)cc1
    102	-14	-4	16	-2.0	-19	122	-1	-1.0
[42] CCCN1CCC(=O)N(CCSc2ccccc2)CC1
    106	-9	-6	-2	0.1	-30	101	1	1.0
[43] CC(CN1CCCCC1)OC(=O)c1ccccc1Cl (configuration not stated)
    97	5	-6	23	-0.1	1	95	-4	0.6
[44] O=C(NCCCN1CCCC1=O)c1cccc(N2CCCC2=O)c1
    104	-11	-3	-8	1.8	-7	107	5	2.0
[45] O=C(Nn1cnnc1)c1ccccc1-c1ccccc1
    103	-14	-3	2	-0.6	3	102	4	0.8
[46] O=C(NCc1ccc(F)cc1)c1noc2c1CCCCC2
    105	4	-5	0	x	12	100	3	x
[47] Cc1ccc(Cl)cc1NC(=O)c1ccccc1OCC(=O)Nc1ccc(Cl)cc1
    116	-10	2	22	-0.2	13	86	2	-0.4
[48] O=C1COc2ccc(C(=O)NCc3ccco3)cc2N1
    106	-12	-8	3	1.0	6	108	10	0.7
[49] Cc1cc(-c2ccc(Br)s2)nc(-n2cccc2)n1
    105	0	-4	2	x	43	96	0	x
[50] COc1ccc(N(C)C(=O)Cc2c(C(=O)O)n(C)c3ccccc23)cc1
    101	-17	-13	-2	2.5	x	104	4	0.6
[51] Cc1cc(Cl)nc(Cl)c1C(=O)NC(=O)NCCC(C)C
    97	-10	-2	-11	-1.6	34	96	0	-0.9
[52] Brc1cnc2nc(SC/C=C/c3ccccc3)[nH]c2c1
    94	-7	-3	x	-1.0	14	99	-1	-0.8
[53] Cc1cc(C(=O)OCC(=O)Nc2ccccc2[N+](=O)[O-])c2ccccc2n1
    100	-13	-4	3	2.1	-4	99	-2	3.5
[54] CCOc1ccc(CCNC(=O)COC(=O)C2CCN(S(=O)(=O)c3ccc(C)c(C)c3)CC2)cc1OCC
    115	-18	-3	-1	0.8	48	105	8	5.4
[55] O=C(c1cc(=O)c2ccccc2o1)N1CCCc2ccccc21
    109	-8	-4	-10	-2.4	13	113	6	0.3
[56] C/C(CCN1CCc2nc(-c3ccccc3)c(-c3ccccc3)cc2C1)=N\O[C@H](C)c1cn([C@H](CO)Cc2ccccc2)nn1
    110	-1	x	32	-2.4	4	101	1	-1.3
[57] COc1cccc(-c2ccc(=O)n(CC(=O)NCCN3CCOCC3)n2)c1
    109	-11	-7	9	0.1	-26	107	4	0.6
[58] CN(Cc1cccs1)c1ncnc2sccc12
    81	14	-4	38	13	25	81	-5	7.5
[59] CC(C)CC(COCc1ccc(Cl)cc1)N1CCN(C(=O)c2cccc(C(F)(F)F)c2)CCC1=O (configuration not stated)
    95	-5	-7	20	0.5	13	98	-4	-0.2
[60] COc1ccc(S(=O)(=O)O/N=C2\CCSc3ccc(C)cc32)cc1
    98	-4	-3	x	0.4	-6	104	-3	-0.1
[61] CCOc1nsc(OCC)n1
    99	-9	-10	2	2.2	12	97	8	1.6
[62] Cc1ccc(S(=O)(=O)/N=C2/NC(=O)/C(=C/c3ccccn3)S2)cc1
    90	-8	-5	-1	-0.8	20	105	-11	-1.1
[63] Cc1ccccc1-c1nnc(CN2CCN(C(=O)c3ccco3)CC2)o1
    99	10	-9	20	1.1	8	104	-3	0.9
[64] CSc1ccccc1NC(=O)N1CCC(CO)(CC2CCCCO2)CC1 (configuration not stated)
    93	5	0	-8	0.3	3	107	-11	0.3

Random excerpt: 6 entries already listed, in no set order.
Values run as follows: MEKK2 WT-MEK5	GPR7 antag	GalR3 antag	NALP1 inh	OXTR ag	PHOSPHO1 inh	MEKK3 PB1 HTS	MEKK2mut PB1 HTS	V1aR counter
[39] CCC(C)NCCOCCOc1ccc(Br)cc1C (configuration not stated)
    100	11	-6	36	4.7	-7	97	2	0.4
[62] Cc1ccc(S(=O)(=O)/N=C2/NC(=O)/C(=C/c3ccccn3)S2)cc1
    90	-8	-5	-1	-0.8	20	105	-11	-1.1
[28] COc1ccc(/C=C/C(=O)CCC(=O)O)cc1
    102	-12	-5	3	0.6	40	103	3	0.8
[7] Cc1ccccc1OCC1CNC(=O)O1 (configuration not stated)
    95	2	-3	14	-0.2	-26	100	-10	-0.7
[53] Cc1cc(C(=O)OCC(=O)Nc2ccccc2[N+](=O)[O-])c2ccccc2n1
    100	-13	-4	3	2.1	-4	99	-2	3.5
[34] COc1ccc(N(C(=O)c2snc(C(N)=O)c2N)C(C(=O)NC2CCCC2)c2ccc(F)cc2)c(OC)c1 (configuration not stated)
    95	-4	-9	12	-0.9	-7	99	0	0.1

High-throughput results deposited in PubChem by several laboratories.
